From PubChem
TDP1 inh – blocks human tyrosyl-DNA phosphodiesterase 1; recombinant TDP1, AlphaScreen DNA substrate cleavage; Potency, µM (doses to about 130 µM), for the others: at the highest dose activity change, negative = inhibition, usual class: inhibitors; 350,000 tested, 0.28% active; AID 485290; further: nearly all actives have a fitted effect of over 40% in size
Target sequence (Q9NUW8 whole entry, looked up): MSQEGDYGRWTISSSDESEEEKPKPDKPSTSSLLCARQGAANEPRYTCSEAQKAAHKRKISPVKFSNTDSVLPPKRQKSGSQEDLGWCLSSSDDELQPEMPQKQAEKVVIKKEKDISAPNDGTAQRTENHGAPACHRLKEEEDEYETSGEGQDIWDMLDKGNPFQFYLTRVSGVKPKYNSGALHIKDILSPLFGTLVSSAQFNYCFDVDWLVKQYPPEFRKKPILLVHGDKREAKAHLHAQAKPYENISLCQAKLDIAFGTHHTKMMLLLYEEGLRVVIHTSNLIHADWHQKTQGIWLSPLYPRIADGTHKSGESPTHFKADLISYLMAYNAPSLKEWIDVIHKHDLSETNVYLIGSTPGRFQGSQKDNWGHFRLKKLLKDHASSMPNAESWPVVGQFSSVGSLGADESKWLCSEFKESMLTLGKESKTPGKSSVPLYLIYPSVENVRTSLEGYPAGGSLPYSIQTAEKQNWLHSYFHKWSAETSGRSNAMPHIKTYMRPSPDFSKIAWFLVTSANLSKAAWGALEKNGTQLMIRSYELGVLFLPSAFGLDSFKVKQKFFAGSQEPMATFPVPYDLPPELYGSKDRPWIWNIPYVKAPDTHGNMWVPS
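AlphaScreen read-out: signal falls as enzyme removes the 3' tyrosine-FITC from a 5'-biotinylated DNA oligo (15 nM, 5 min, RT). Enzyme was E. coli-made recombinant Tdp1 at 1 nM, exposed to compound for 15 min beforehand; beads 10 ug/ml, 10 min.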
TDP1 cell noCPT – qHTS for Inhibitors of human tyrosyl-DNA phosphodiesterase 1 (TDP1): qHTS in cells in absence of CPT. DT40 Tdp1-/- hTDP1 cells, no CPT, ATP luminescence, 48 h. Potency, µM (titrated, usually from 46.2 µM), inactives show top-dose activity change, negative = growth inhibition, actives largely listed as inhibitors. 420,000 tested, 15% active. AID 686978, 2013; further: nearly all actives have a fitted effect of over 55% in size
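Stably hTDP1-transfected Tdp1-null chicken DT40 cells were treated with library compounds minus camptothecin and grown for at least 48 hr at 37 °C, after which cellular ATP was quantified by luminescence.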
GCN5L2 inh – GCN5L2 (KAT2A) acetyltransferase inhibition | 390,000 tested, 0.21% active | GCN5L2 HAT assay, ThioGlo1 CoA-SH fluorescence | Potency, µM (titrated, usually from 58.9 µM), without a hit: at the top dose activity change, negative = inhibition, hits mostly inhibitors | Q92830 | AID 504327
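Preincubate 20nM GCN5L2 with compound 15 min, RT → add 50uM ThioGlo1 + 75uM H3(1-25) + 70uM acetyl-CoA → read fluorescence 0 and 20 min. Primary qHTS; fluorescent artifacts likely.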
An asterisk follows results filed as active; ? = inconclusive; / = not tested or not shown; & = joins results of further samples; [ ] = another dose, or the depositor's remark. The call rests on the fitted dose curve; in most records, active means well fitted curve in the direction sought with a large enough effect; inconclusive means small, poorly fitted or top-dose-only effect, or another doubt; inactive means no such curve, though single readings can be large; an effect the other way counts as inactive or inconclusive. On the % scale 0 is the no-effect control and ±100 the full control effect; potency means the concentration at half of the fitted maximal effect. The list is partial (hit frequency here may not be typical).

| Compound | GCN5L2 inh | TDP1 inh | TDP1 cell noCPT |
| --- | --- | --- | --- |
| COc1ccc(S(=O)(=O)Nc2cc3c(cc2NCc2ccccc2)n(C)c(=O)n3C)cc1OC | -8% | 2% | 21µM* |
| O=C(NCCc1ccccc1)C1CCN(C(=O)c2sccc2-n2cccc2)CC1 | -3% | 2% | ? |
| Cc1cnc(NC(=O)COc2ccc3c(c2)CCC3)s1 | -4% | 5% | -13% |
| CCOc1ccc(NC(=O)c2cnc(N3CCCCC3)c3ccccc23)cc1 | -3% | -4% | 13µM* |
| CCC(C)Nc1ccc(NC(C)CC)cc1 (stereo unspecified) | -8% | 12%&25% | -86%&-96% |
| O=C(NN1C(=O)C2C3C=CC(C3)C2C1=O)c1ccccc1 (stereo unspecified) | -7% | 1% | -2% |
| O=C(c1n[nH]c2c1CCCC2)n1ccnc1 | 1% | 8% | / |
| O=C(NN1C(=O)C2C3c4ccccc4C(c4ccccc43)C2C1=O)c1ccc(Cl)cc1 (stereo unspecified) | -6% | 2% | -23% |
| Cc1nc(-c2cccc(NC(=O)COc3ccc(Cl)cc3)c2)cs1 | -11% | 3% | ? |
| CCN(Cc1ccccc1)C(=O)CN1C(=O)c2ccccc2S1(=O)=O | -4% | / | 2% |
| CC1(C)CC(=O)C(C(C#Cc2ccccc2)C2=C(O)CC(C)(C)CC2=O)=C(O)C1 | -5% | -6% | 9.2µM* |
| COc1ccc2nc(NC(=O)C34CC5CC(CC(NC(C)=O)(C5)C3)C4)sc2c1 | -2% | 4% | -5% |
| N=c1occ(C(=O)c2cc(F)ccc2O)cc1C(=O)NC1CCCCC1 | -2% | 6% | ? |
| CC(=O)Oc1cccc(N2C(=O)C3CC=C(Cl)CC3C2=O)c1 (stereo unspecified) | 0% | -2% | -3% |
| Cc1ccc(S(=O)(=O)N2CCN(C)CC2)c(C)c1N(C)S(=O)(=O)c1ccc(Cl)cc1 | -8% | -5% | 23µM* |
| Cc1cccc(C2CC(=O)Nc3cc4c(cc32)OCO4)c1 (stereo unspecified) | -7% | 0%[12.3 µM] | 21µM* |
| COc1cc(C2c3[nH]c4ccccc4c3C[C@H]3C(=O)N(CCO)CC(=O)N23)cc(OC)c1OC (stereo partly specified) | -4% | / | 21µM* |
| Oc1oc(-c2ccco2)nc1C=Nc1cccc(Cl)c1 | -7% | 5% | ? |
| CCOc1cc(C=O)cc(Cl)c1OCC(N)=O | -21% | 5% | 18µM* |
| CCc1ccccc1N(CC)C(=O)c1c(C)oc2ncn(C)c(=O)c12 | 22% | 3% | ? |
| COCCOC(=O)c1c(C)oc2ccc(NS(=O)(=O)c3ccc(F)cc3)cc12 | -6% | 0% | -23% |
| CCOC(=O)N/N=C(/C)c1ccc([N+](=O)[O-])o1 | -17% | -6% | / |
| CCCn1ccnc1SCC(=O)Nc1c(C)n(C)n(-c2ccccc2)c1=O | -9% | 0% | -21% |
| N/C(Cc1ccc(Cl)cc1Cl)=N\OC(=O)c1ccc(Br)o1 | -1% | 0% | -9% |
| Cc1ccc(-c2nc(CS(=O)(=O)CC(=O)Nc3cc(C)ccc3C)c(C)o2)cc1 | -4% | 1% | ? |
| C[C@@H](O)[C@H]1C(=O)N2C(C(=O)O)=C(S[C@@H]3CN[C@H](C(=O)N(C)C)C3)[C@H](C)[C@H]12 | 1%[21.4 µM] | 13%[21 µM] | -1% |
| O=C1NC(=Nc2ccccc2)S/C1=C\c1cccnc1 | -3% | 5% | -11% |
| Cc1ccc(S(=O)(=O)N2CCCC(CCC(=O)NCc3ccccc3F)C2)s1 (stereo unspecified) | -8% | 5% | -25% |
| CNc1ncc(C(=O)c2ccc(Br)cc2)s1 | -5% | 2% | ? |
| CC(C)(C)OC(=O)C[C@H]1C/C=C\C[C@@H](CC(=O)NCCO)C(=O)NC[C@@H](c2ccccc2)OC1=O | -1% | 1% | -1% |

| Compound | GCN5L2 inh | TDP1 inh | TDP1 cell noCPT |
| --- | --- | --- | --- |
| O=C(NNC(=O)c1cccs1)c1ccco1 | -6% | 7% | 10% |
| Cc1[nH]c2ccccc2c1C(=O)CSCC(=O)O | -2% | 2% | -17% |
| O=c1oc2ccc(C#CC3(O)CCCCC3)cc2cc1-n1cc(-c2ccccn2)nn1 | -1% | 1% | -26% |
| Nc1ncnc2[nH]c(=O)[nH]c12 | -10% | 1%[56.1 µM] | 17% |
| CCc1sc(NC(=O)COC)nc1-c1ccccc1 | -7% | -2% | -25% |
| CCOC(=O)c1scc(-c2ccccc2)c1S(=O)(=O)Nc1ccccc1OC | -8% | 6% | 21µM* |
| COc1ccc(C(=O)NC23CC4CC(CC(C4)C2)C3)cc1OC | -4% | / | -12% |
| O=C(CSc1nc2ccccc2c(=O)n1-c1ccccc1)N1CCCc2ccccc21 | -5% | -3% | ? |
| C=CCC[C@@H](Cc1ccc(F)cc1)C(=O)OC[C@@H](Cc1c[nH]c2ccccc12)NC(=O)[C@@H](CC=C)CC(=O)N(CCO)Cc1ccccc1 | -20% | 6% | 23µM* |
| O=C(c1ccco1)N1CCN(C(c2ccccc2)c2nnnn2Cc2cccs2)CC1 (stereo unspecified) | -12% | -2% | ? |
| CN(C)c1ccc(CNC(=O)c2cc3cc(S(=O)(=O)N4CCCCC4)ccc3n2C)cc1 | -9% | 8% | ? |
| CN1CCN(C(=O)CSc2ccc(Cl)cc2)CC1 | -1% | -8% | 3% |
| O=C(Nc1nc2ccccc2[nH]1)c1cc(F)cc(F)c1 | -3% | -1% | ? |
| O=C1CSc2ccc(C(=O)NCc3ccccn3)cc2N1 | 1% | 0% | 6% |
| CCN(CC)S(=O)(=O)c1ccc(Oc2ccccc2)c(N)c1 | -6% | -3% | ? |
| CCCNC(=O)CNC(=S)N(Cc1ccccc1F)C1CCCCC1 | -2% | 6% | -30% |
| O=C(O)c1cccc(-n2cccc2C=C2C(=O)c3ccccc3C2=O)c1 | -23% | / | -27% |
| O=C(NCc1n[nH]c(=S)n1-c1ccc([N+](=O)[O-])cc1)c1ccc(S(=O)(=O)N2CCOCC2)cc1 | -2% | 5% | -3% |
| CC(=O)c1cccc(NC(=O)N2CCCC2C(=O)Nc2cc(C)ccc2C)c1 (stereo unspecified) | -4% | -2% | 2% |
| O=c1oc2ccccc2cc1C1=Nn2c(nnc2-c2cccnc2)SC1 | -7% | 5% | -23% |
| COc1cccc(-c2n[nH]c(=S)n2Cc2ccco2)c1OC | -4% | 2% | -9% |
| O=C(Nc1ncn[nH]1)c1c(Cl)ccc(Cl)c1Cl | -10% | 8% | 0% |
| O=C(N1CCCCC1)N1CCN(S(=O)(=O)c2ccc(Cl)cc2)CC1 | -2% | -3% | -20% |
| COCc1ccc([C@@H]2C[C@H]3CN(Cc4cccc(Cl)c4)C(=O)[C@]34CCCN24)o1 | -6% | 5% | ? |
| CCc1ccc(N(C(=O)c2ccco2)C(C(=O)NC2CCCC2)c2ccncc2)cc1 (stereo unspecified) | -1% | -11% | ? |
| CC(C)(CNC(=O)c1cc(-c2ccc(Cl)s2)nc2ccccc12)N1CCOCC1 | -27% | -3% | ? |
| COC(=O)CSc1nc(C2CC2)cc(C(F)(F)F)c1C#N | -3% | ? | -16% |
| COC(=O)N/N=C\c1ccc(OC/C=C/c2ccccc2)c(OC)c1 | -4% | 6% | -9% |
| Cc1csc(SCC(=O)Nc2nc(-c3ccccc3)cs2)n1 | -1% | 1% | ? |
| CN(C1=C(N2CCCCC2)C(=O)c2ccccc2C1=O)c1ccccc1 | 2% | 13% | 21µM* |

| Compound | GCN5L2 inh | TDP1 inh | TDP1 cell noCPT |
| --- | --- | --- | --- |
| CC(C)=CCC/C(C)=C/CNC(=O)C[C@H]1C[C@H](C(=O)N2CCOCC2)[C@@]2(C)c3[nH]c4cc(CCC(=O)N(C)C)ccc4c3CCN2C1=O | 2% | 0%[56.1 µM] | 16µM* |
| O=C(c1ccccc1)c1ccc(C(=O)N2CCN(c3ccc(O)cc3)CC2)cc1 | -3% | 5% | -30% |
| COc1ccccc1CNC(=O)Cn1ncn2c(cc3sccc32)c1=O | -14% | 3% | -15% |
| CCN(CC(=O)Nc1cc(Cl)ccc1C)C(=O)CCS(=O)(=O)c1ccc(C)cc1 | -3% | -14% | -25% |
| O=Cc1cn(-c2ccccc2)nc1-c1ccncc1 | 1% | -3% | 23µM* |
| CSc1nnc(CCCCCNC(=O)OC(C)(C)C)o1 | 1% | -3% | -11% |
| Cc1ccc2nc(-c3cc(NC(=O)/C=C/c4ccccc4)ccc3Cl)oc2c1 | 2% | 2%[12.3 µM] | 16µM* |
| Cc1ccc(-c2cnc(SCCNC(=O)c3ccco3)[nH]2)cc1 | -13% | -2% | ? |
| CC(=O)Nc1ccc(NC(=O)CCCCCn2nnc3ccccc3c2=O)cc1 | -5% | / | -23% |
| Cc1ccc(C(C)(C)c2ccc(C)cc2)cc1 | 5% | / | 8% |
| CCOC(=O)NC(CC(=O)O)c1ccc(OC)c(OC)c1 (stereo unspecified) | 0% | 1% | 9% |
| O=C(NC1=NCCS1)c1ccc(Cl)c(S(=O)(=O)N2CCc3ccccc32)c1 | -14% | 5% | ? |
| O=C(NC1CCCc2ccccc21)C1CCCN(S(=O)(=O)c2cnc[nH]2)C1 (stereo unspecified) | -3% | -1% | -11% |
| COc1ccccc1N1CCN(C(=O)c2ccc(NC3=NC4CS(=O)(=O)CC4S3)cc2)CC1 (stereo unspecified) | 3% | / | -11% |
| Cn1c(CN2CCOCC2)nnc1SCC(=O)NC1CCCCC1 | 5% | 5% | 7% |
| Cc1cc(C)cc(N=C2SC(CC(=O)Nc3ccccc3)C(=O)N2CCN2CCOCC2)c1 (stereo unspecified) | 0% | 3% | ? |
| COc1ccc(NC(=O)c2sc3nc(C)cc(C)c3c2N)cc1 | 17% | / | 7% |
| Cc1ccc(C(=O)N2CCc3ccccc32)cc1[N+](=O)[O-] | -15% | / | -20% |
| O=C1NC2(NN1c1ccccc1)C1CC3CC(C1)CC2C3 (stereo unspecified) | 0% | 4% | -15% |
| C[C@H]1CN=C(N(C)C)N1CCc1cccc(F)c1 | 0% | -6% | -7% |
| CN(C)S(=O)(=O)c1ccc(C(=O)Nc2nnc(-c3ccco3)o2)cc1 | -7% | 8% | ? |
| Cc1cccc(C)c1N(CC(=O)NC1CCCCC1)C(=O)c1csnn1 | -3% | 0% | -4% |
| COc1cc(OC)cc(C(=O)N=c2sc3ccccc3n2C)c1 | -1% | 8% | 6% |
| CC(C)c1ccc(NC(=O)COC(=O)[C@H](CCC(N)=O)NC(=O)c2ccc(F)cc2)cc1 | 29% | 1% | 2% |
| CCCCOc1ccc(/C(O)=C2/C(=O)C(=O)N(CCN(C)C)C2c2ccc(O)c(OC)c2)cc1 (stereo unspecified) | -7% | 4% | 4% |
| Cc1ccccc1COC(=O)c1ccc(-c2nnn(Cc3ccccc3F)n2)cc1 | -6% | 1% | 1% |
| CCCn1c(=O)n(C)c(=O)c2c(SCC(=O)NCc3ccco3)nc(C3CC3)nc21 | -1%[0.501 µM] | 4% | ? |
| N#C/C(=C\Nc1ccccc1SC(F)(F)F)c1nc(-c2ccc(Cl)cc2)cs1 | -4% | 3% | -28% |
| Cc1ccc(S(=O)(=O)NCc2ccc3c(c2)OCO3)cc1C | -2% | / | ? |
| COc1ccc(CCn2c(NCc3ccco3)nc3c2c(=O)[nH]c(=O)n3C)cc1 | -5% | 4% | ? |

| Compound | GCN5L2 inh | TDP1 inh | TDP1 cell noCPT |
| --- | --- | --- | --- |
| CC(=O)c1cc(-c2ccccc2)n(CC(=O)NC2CCCCCC2)c1C | -1% | 1% | ? |
| Oc1cccc(N2Cc3ccccc3C2)c1 | 3% | / | 1% |
| CCOC(=O)N1CCN(C(=O)C2CC(=O)N(c3ccccc3)C2)CC1 (stereo unspecified) | -27% | 1% | -1% |
| Cn1c(=O)[nH]c(=O)c2c1nc(SCCN1CCCCC1)n2CCCc1ccccc1 | -4% | 0% | ? |
| COc1ccc(CCNC(=O)C(=O)NCC2OCCN2S(=O)(=O)c2ccc3c(c2)OCCO3)cc1 (stereo unspecified) | -2% | 4% | 16µM* |
| CCc1ccccc1NS(=O)(=O)c1c(C(=O)N2CCCCCC2)c(C)n(C)c1C | 0% | 7% | -19% |

Just TDP1 cell noCPT (four entries from above):
Compound,TDP1 cell noCPT
CCOC(=O)N1CCN(C(=O)C2CC(=O)N(c3ccccc3)C2)CC1 (stereo unspecified),-1%
Cn1c(=O)[nH]c(=O)c2c1nc(SCCN1CCCCC1)n2CCCc1ccccc1,?
COc1ccc(CCNC(=O)C(=O)NCC2OCCN2S(=O)(=O)c2ccc3c(c2)OCCO3)cc1 (stereo unspecified),16µM*
CCc1ccccc1NS(=O)(=O)c1c(C(=O)N2CCCCCC2)c(C)n(C)c1C,-19%
